# High-throughput results: PubChem BioAssay, several laboratories
# p47phox inh: blocks human p47phox regulatory protein of NADPH oxidases. P14598. p47phox/p22phox peptide binding, fluorescence polarization, 2 h. inhibition, % at 24.7 µM. 220,000 tested, 0.53% active. AID 1274;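 active = inhibition above about 30%, limit read from the data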;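 also: 0% = p47phox with labelled peptide and 100% = labelled peptide alone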
# NPY-Y1 PAM-ag: potentiates or activates human NPY-Y1 receptor | AID 1304 | NPY-Y1 expressing cells, potentiator/agonist activation | activation, % at 3.6 µM | P25929 | 220,000 tested, 0.37% active; in the data active = activation above about 33%, passing the limit was not always enough;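 also: cells stimulated with NPY at EC10 then isoproterenol at EC100; 0% = low agonist plus stimulus and 100% = saturating agonist plus stimulus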
# Target sequence (P25929 whole entry, looked up): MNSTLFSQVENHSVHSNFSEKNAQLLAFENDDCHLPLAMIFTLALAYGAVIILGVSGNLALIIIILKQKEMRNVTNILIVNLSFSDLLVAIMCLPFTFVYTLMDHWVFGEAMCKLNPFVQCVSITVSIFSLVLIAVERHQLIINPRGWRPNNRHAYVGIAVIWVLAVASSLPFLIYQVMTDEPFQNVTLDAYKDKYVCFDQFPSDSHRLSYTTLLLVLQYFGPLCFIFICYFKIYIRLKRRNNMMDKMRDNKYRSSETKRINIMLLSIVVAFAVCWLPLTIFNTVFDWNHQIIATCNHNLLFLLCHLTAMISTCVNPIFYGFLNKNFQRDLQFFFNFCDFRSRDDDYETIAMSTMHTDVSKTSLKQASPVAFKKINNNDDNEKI
# Ba/F3 V617F tox: reduce viability of Ba/F3 cells dependent on JAK2V617F; Ba/F3 EpoR-JAK2V617F viability, ATP luminescence; inhibition, % at 5.6 µM; 220,000 tested, 1.1% active; AID 1446;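 active = inhibition above the campaign mean plus 3 SD over all tested compounds, cut at about 24% in these data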;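 also: cytokine-independent growth of Ba/F3 cells driven by EpoR plus mutant JAK2; 0% = DMSO-treated cells and 100% = JAK inhibitor I control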
# NPY Y1 blocker: blocks the human neuropeptide Y Y1 receptor. P25929. HEK293-CNG Y1 cells, membrane potential fluorescence; NPY at EC95, then isoproterenol. inhibition, % at 3.6 µM. 200,000 tested, 1% active. AID 1040;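 active = inhibition above the campaign mean inhibition of all tested compounds plus 3 SD, cut at about 20% in these data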;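 also: 0% = DMSO wells given NPY plus isoproterenol and 100% = isoproterenol alone without NPY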
#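 material = HEK293 cells with Y1 receptor plus CNG channel | also added = NPY 25 nM then isoproterenol 1 µM plus Ro 20-1724 25 µM | schedule = dye 3 h, compound 60 min room temperature, stimulation 45 min | measured by = membrane potential fluorescence | benchmarks = high control isoproterenol alone, low control NPY with isoproterenol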
# BaF3 parental: counter-screen for JAK2V617F inhibitors: parental Ba/F3 viability inhibitors; CellTiter-Glo ATP luminescence; inhibition, % at 5.6 µM; 220,000 tested, 1.1% active;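 active = inhibition above a per-campaign cutoff, the mean inhibition of all tested compounds plus 3 SD, cut at about 27% in these data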;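 also: 0% = DMSO wells and 100% = JAK Inhibitor I control wells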
# S1P4 antag: antagonists of human S1P4 receptor; S1P4-expressing cells, antagonist mode, reporter read-out; inhibition, % at 4.98 µM; 220,000 tested, 0.26% active; AID 1510; in the data active = inhibition above about 29%;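 also: 0% = wells stimulated with agonist and 100% = vehicle wells without agonist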
# NPY2 pot ag: potentiators or agonists of human neuropeptide Y receptor Y2 | P49146 | cells expressing NPY-Y2, potentiator/agonist read-out | activation, % at 3.6 µM | 220,000 tested, 0.45% active | AID 1359; in the data active = activation above about 27%;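 also: cells stimulated with NPY near EC25 plus isoproterenol at EC100; 0% = vehicle plus submaximal agonist and 100% = vehicle plus saturating agonist; some results beyond the cut were filed as inactive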
# Target sequence (P49146 whole entry, looked up): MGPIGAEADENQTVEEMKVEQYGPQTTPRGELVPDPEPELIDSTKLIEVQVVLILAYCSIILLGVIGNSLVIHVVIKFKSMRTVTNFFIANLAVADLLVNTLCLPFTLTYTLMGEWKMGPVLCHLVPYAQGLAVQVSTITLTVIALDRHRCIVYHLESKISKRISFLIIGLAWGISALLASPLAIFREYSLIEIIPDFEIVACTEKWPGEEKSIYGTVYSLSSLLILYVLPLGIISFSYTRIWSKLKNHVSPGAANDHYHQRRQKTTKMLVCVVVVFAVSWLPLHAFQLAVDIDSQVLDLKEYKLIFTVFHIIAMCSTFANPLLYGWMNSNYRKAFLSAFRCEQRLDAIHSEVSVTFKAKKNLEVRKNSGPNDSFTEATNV
# CHOP inh: CHOP inhibition in unfolded protein response; CHO-K1 CHOP-promoter luciferase, tunicamycin-induced, 15-18 h; inhibition, % at 10 µM; 220,000 tested, 3.8% active;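 active = compounds that reduced the stress-induced luciferase reporter signal by more than about 70% of percent inhibition, limit read from the data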;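 also: 0% = tunicamycin plus vehicle and 100% = wells without tunicamycin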
# S1P4 agonist: human S1P4 receptor agonism. S1P4-expressing cell line, agonist reporter assay. activation, % at 4.98 µM. 220,000 tested, 0.35% active. AID 1509; in the data active = activation above about 11%;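 also: 0% = DMSO vehicle and 100% = reference agonist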
# Numbers without * were called inactive; . = no result given.
# Preview:
SMILES,p47phox inh,NPY-Y1 PAM-ag,Ba/F3 V617F tox,NPY Y1 blocker,BaF3 parental,S1P4 antag,NPY2 pot ag,CHOP inh,S1P4 agonist
O=C(NNC(=O)C1CCN(Cc2cccc(F)c2)CC1)c1cccs1,-3.2,4.7,-0.8,-2.4,5.0,-4.2,1.3,-0.8,1.3
O=C1NC(c2ccccc2)=NC1(Nc1ccccn1)C(F)(F)F (centres undefined),-10.6,-10.5,4.9,1.6,6.4,-14.4,3.7,-1.7,-0.3

# Results, from the first entry:
SMILES,p47phox inh,NPY-Y1 PAM-ag,Ba/F3 V617F tox,NPY Y1 blocker,BaF3 parental,S1P4 antag,NPY2 pot ag,CHOP inh,S1P4 agonist
O=C(NNC(=O)C1CCN(Cc2cccc(F)c2)CC1)c1cccs1,-3.2,4.7,-0.8,-2.4,5.0,-4.2,1.3,-0.8,1.3
O=C1NC(c2ccccc2)=NC1(Nc1ccccn1)C(F)(F)F (centres undefined),-10.6,-10.5,4.9,1.6,6.4,-14.4,3.7,-1.7,-0.3
Cc1ccc(N(Cc2ccc([N+](=O)[O-])cc2)C(=O)c2ccco2)cc1,-17.2,-3.2,1.1,4.9,7.0,-10.9,-1.0,31.1,0.7
CS(=O)(=O)Nc1ccc(C(=O)N2CCCC2)cc1,0.3,-36.5,-4.2,-1.3,-0.5,-11.2,13.6,-0.8,-1.1
CCc1cc(C(=O)O)c(NC(=O)c2cc(OC)c(OC)c(OC)c2)s1,-14.5,0.5,1.3,0.6,4.6,-10.0,5.7,-6.4,2.5
COc1cc(-c2n[nH]c(=S)n2-c2ccc(C)cc2)cc(OC)c1OC,-10.2,4.7,2.1,-1.6,5.2,-12.4,-7.8,-32.8,2.0
CCOc1ccc(NC(=O)CNC(=O)COc2ccccc2)cc1,-1.5,0.0,-1.1,-1.3,4.8,-2.9,2.1,-1.1,-1.0
COc1ccc(C(=O)N2CCC(C(=O)Nc3ccc4c(c3)OCCO4)CC2)cc1,-3.9,-18.1,-2.4,2.9,3.4,-14.2,-8.9,50.0,-3.1
O=C(CCNS(=O)(=O)c1ccc2c(c1)CCC(=O)N2)NCc1cccnc1,-6.3,16.1,5.5,3.1,7.2,0.8,-12.7,6.0,-1.5
CSc1cccc(NC(N)=O)c1,-19.1,10.7,-1.1,.,-4.5,-5.0,-5.9,1.7,2.9

# 5 of the entries above in order of their number in S1P4 agonist, falling.
smiles | S1P4 agonist
CSc1cccc(NC(N)=O)c1 | 2.9
COc1cc(-c2n[nH]c(=S)n2-c2ccc(C)cc2)cc(OC)c1OC | 2.0
O=C(NNC(=O)C1CCN(Cc2cccc(F)c2)CC1)c1cccs1 | 1.3
Cc1ccc(N(Cc2ccc([N+](=O)[O-])cc2)C(=O)c2ccco2)cc1 | 0.7
O=C(CCNS(=O)(=O)c1ccc2c(c1)CCC(=O)N2)NCc1cccnc1 | -1.5

# Further compounds
SMILES,p47phox inh,NPY-Y1 PAM-ag,Ba/F3 V617F tox,NPY Y1 blocker,BaF3 parental,S1P4 antag,NPY2 pot ag,CHOP inh,S1P4 agonist
CC(C)n1c(/N=C/c2c[nH]c3ccccc23)nc2ccccc21,-16.3,-14.2,-0.5,2.8,-2.3,-6.7,7.3,6.5,-0.4
CCCNC(=O)Cn1nc(C(F)(F)F)cc1C,-10.2,18.9,-2.2,6.1,4.8,-33.4,8.4,27.7,1.0
Cc1cc(CN2CCCCC2)oc1C(=O)O,-10.8,10.7,0.6,1.6,4.7,7.4,-2.9,-4.8,-0.3
O=C(Cc1ccsc1)Nc1ccc(S(=O)(=O)C(F)F)cc1,1.2,13.9,-5.9,-2.8,1.5,-7.9,7.4,-11.0,1.3
Cc1ccc(O)c(-c2cc(-c3ccccc3[N+](=O)[O-])[nH]n2)c1,-2.0,31.2,-7.7,-12.3,2.5,9.4,35.0*,7.7,0.3
COc1cc(OC)c(NS(=O)(=O)c2cc(C(=O)OC(C)C(=O)NC3CC3)c(Cl)cc2Cl)cc1Cl (centres undefined),-8.7,3.1,2.7,-5.0,6.5,-5.4,9.6,25.0,-0.1
CNC(=O)/C(C#N)=c1\s/c(=C/C(=O)OC)c(=O)n1-c1ccccc1,-4.5,18.8,-2.4,-3.0,0.2,-3.6,0.4,-15.6,-0.8
Cc1ccc(S(=O)(=O)Nc2ccc(NC(=O)c3cccnc3)cc2)cc1,6.5,24.1,-3.0,-0.1,0.1,-3.1,16.9,3.6,-0.8
COc1cc(CNc2cccc(C(=O)O)c2)cc(Br)c1OCC(=O)NC(C)(C)C,-5.9,5.4,-3.8,-2.1,0.4,-8.4,-1.2,-19.3,0.8
O=C(Nc1nc2c(s1)CCCC2)c1nn(Cc2ccccc2)c(=O)c2ccccc12,-24.3,9.8,-5.0,-0.2,2.5,-10.3,-7.7,20.6,-0.4

# Ordered by number of heavy atoms (lowest first): some entries from above
SMILES,p47phox inh,NPY-Y1 PAM-ag,Ba/F3 V617F tox,NPY Y1 blocker,BaF3 parental,S1P4 antag,NPY2 pot ag,CHOP inh,S1P4 agonist
CCCNC(=O)Cn1nc(C(F)(F)F)cc1C,-10.2,18.9,-2.2,6.1,4.8,-33.4,8.4,27.7,1.0
CC(C)n1c(/N=C/c2c[nH]c3ccccc23)nc2ccccc21,-16.3,-14.2,-0.5,2.8,-2.3,-6.7,7.3,6.5,-0.4
CNC(=O)/C(C#N)=c1\s/c(=C/C(=O)OC)c(=O)n1-c1ccccc1,-4.5,18.8,-2.4,-3.0,0.2,-3.6,0.4,-15.6,-0.8
Cc1ccc(S(=O)(=O)Nc2ccc(NC(=O)c3cccnc3)cc2)cc1,6.5,24.1,-3.0,-0.1,0.1,-3.1,16.9,3.6,-0.8

# Remaining list, next part:
SMILES,p47phox inh,NPY-Y1 PAM-ag,Ba/F3 V617F tox,NPY Y1 blocker,BaF3 parental,S1P4 antag,NPY2 pot ag,CHOP inh,S1P4 agonist
CC(=O)C1=C(C)NC(SCC(N)=O)=C(C#N)C1c1ccco1 (centres undefined),-4.3,3.8,-3.5,-1.5,2.1,-4.0,14.6,14.2,1.2
COc1cc(C(=O)Nc2cccc3ncccc23)cc(OC)c1OC,-5.2,15.8,0.4,-4.2,7.5,2.2,15.1,27.8,-0.3
Cc1ccc(OCC(=O)Nc2cccc(S(=O)(=O)N3CCCCCC3)c2)c([N+](=O)[O-])n1,-0.2,7.8,-0.6,0.8,6.6,-7.4,-5.7,14.4,0.2
COc1ccc(NC(=O)C2CC(=O)N(C)C(=Nc3ccc4c(c3)OCO4)S2)cc1 (centres undefined),-20.4,4.7,2.4,-7.3,5.9,8.8,-12.3,50.2,-1.6
Cc1cc(CSC(=N)N)c(CSC(=N)N)cc1C,-5.3,-1.9,3.5,.,-1.8,-4.1,4.0,9.1,0.3
Cc1ccc2nc(NC(=O)CSc3ncnc4c3oc3ccccc34)sc2c1,-14.4,0.3,1.5,-1.3,1.7,-8.9,-10.6,55.8,-1.8
CS(=O)(=O)Nc1ccccc1C(=O)NC1CC2CCC1C2 (centres undefined),-5.1,-13.9,-2.3,5.2,5.5,2.6,-13.3,-15.2,1.0
COCCn1c(=S)[nH]c2ncccc2c1=O,-3.6,-4.4,-1.6,-4.5,-0.2,-10.0,-6.9,31.3,0.3
C=CCNC(=S)/N=c1/ccccn1CCC,3.0,4.8,51.0*,.,56.5*,-5.0,-22.9,2.4,0.1
Cc1cccn2c(=O)c(/C=N/O)c(N3CCCCC3)nc12,-4.7,2.6,4.2,1.8,6.8,13.1,-14.6,14.5,-1.0
Cc1c(C(=O)Nc2ccc(Br)cc2)cnn1C,-3.4,6.8,3.3,0.3,6.8,-8.8,3.6,1.5,-1.2
O=C(CCCl)Nc1ccc(S(=O)(=O)NCc2ccco2)cc1,-10.1,6.7,0.5,.,-7.9,-0.9,-19.3,-12.6,0.2
Cn1c(=O)c(C(=O)Nc2ccccn2)c(O)c2ccccc21,10.8,2.4,-1.3,-1.9,1.7,-0.9,6.7,71.9*,1.5
COc1ccccc1NC(=O)c1cc(C(=O)Nc2ccccc2OC)cc(N2C(=O)CCC2=O)c1,-20.3,12.4,-1.9,-8.0,1.5,-29.7,-3.6,13.2,-0.5
Cc1nn(C(=O)c2cccnc2)c(C)c1C,-0.1,3.9,2.2,-4.7,2.1,-4.3,-2.2,-18.8,4.2
COc1ccc(NCc2nnc(SCC(=O)Nc3cc(C(F)(F)F)ccc3Cl)o2)cc1,-7.4,2.6,-1.9,-7.9,0.4,-7.6,7.4,42.1,0.8
CN(C)CC/C=C1/c2cc(F)ccc2CSc2ccc(F)cc21,-10.6,5.2,-0.5,8.3,4.8,-6.5,-3.5,14.4,0.2
O=C(CCN1CCCCCC1)Nc1ccc2c(c1)OCCO2,-7.6,0.2,3.1,1.0,7.9,-1.8,1.1,13.8,1.7
N#Cc1sc(NCc2ccccc2)nc1Cl,-9.6,-8.0,3.5,7.8,8.3,-11.9,5.7,12.8,1.4
Cc1oc(-c2ccccc2)cc1C(=O)NCc1ccncc1,-16.2,-9.3,1.5,.,-3.9,13.6,6.7,21.2,-1.3

# Only S1P4 agonist, NPY Y1 blocker and NPY-Y1 PAM-ag, for some of the entries so far:
molecule | S1P4 agonist | NPY Y1 blocker | NPY-Y1 PAM-ag
Cn1c(=O)c(C(=O)Nc2ccccn2)c(O)c2ccccc21 | 1.5 | -1.9 | 2.4
COc1ccccc1NC(=O)c1cc(C(=O)Nc2ccccc2OC)cc(N2C(=O)CCC2=O)c1 | -0.5 | -8.0 | 12.4

# Next section.
SMILES,p47phox inh,NPY-Y1 PAM-ag,Ba/F3 V617F tox,NPY Y1 blocker,BaF3 parental,S1P4 antag,NPY2 pot ag,CHOP inh,S1P4 agonist
Cc1ccc(Nc2nc3c([nH]2)c(=O)n(C)c(=O)n3C)cc1,-13.6,2.1,5.9,2.8,9.9,4.0,-15.3,36.0,-0.2
COC(=O)c1ccc(NC(=O)Cn2nnc3ccccc32)cc1,-3.6,6.2,-1.8,-10.1,-2.8,-13.5,15.1,-2.3,1.7
O=C(NC(c1ccccc1)c1ccccc1)N1CCOCC1,10.4,1.9,-0.9,-5.4,4.7,-2.5,-4.0,23.2,1.1
CC/C(=N\NC(=O)C1CC1)c1cccc(Cl)c1,-5.6,-11.5,1.6,3.4,8.3,-8.3,-2.0,19.4,2.2
Cc1ccccc1NCc1nnc2n1CCCCC2,-4.7,22.6,-0.7,1.3,5.8,12.3,8.2,-2.1,1.1
Cc1ccc(S(=O)(=O)c2c(N)n(C)c3nc4ccccc4nc23)cc1,-22.7,-12.9,0.2,-5.4,18.8,5.3,15.6,28.1,0.1
COc1ccc(CCNC2CCN(C)CC2)cc1OC,-1.3,-13.3,6.9,-2.3,8.7,8.1,-2.9,-9.3,-2.2
Cc1ccc(-c2noc(CCC(=O)Nc3ccccc3C)n2)cc1,0.7,-14.4,-0.9,0.1,2.4,-4.8,-0.1,31.1,0.3
CCn1c2ccc(F)cc2c2nc3ccccc3nc21,.,-24.4,2.1,8.1,1.5,-12.6,-16.4,23.3,-0.8
COC(=O)CCCCC1SCC(NC(=O)c2ccccc2)C1=O (centres undefined),-32.8,6.2,4.7,-4.7,2.3,1.8,-6.8,4.4,1.1
Cc1ccc(N2C(=O)CS(=O)C(c3ccccc3)C2=O)cc1C (centres undefined),-8.7,3.1,-2.3,8.6,0.8,-0.6,9.3,3.8,-1.4
COc1ccccc1NC(=O)c1ccc(-n2cccn2)nc1,5.5,4.2,2.8,6.2,4.5,3.5,-10.0,2.8,3.5
O=C(CN1C(=O)c2ccccc2S1(=O)=O)NCCSC1CCCCC1,-2.7,-17.2,-3.6,-5.2,3.3,-7.0,-12.3,17.7,-1.8
